NTR1 agonist – agonists of NTR1, primary screen, imaging, U2OS cells, beta-arrestin-GFP, high content (AID 493036) | NTR1-U2OS beta-arrestin-GFP spot imaging, agonist mode | activation, % at 20 µM | 0.17% of 330,000 active;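 active = activation at or above 40% of the spot to cytoplasm intensity ratio, with at least 20 cells analyzed; inconclusive = wells under 20 cells, flagged as cytotoxic or low count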;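 note: 0% = DMSO without peptide and 100% = 100 nM NTR1 peptide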
Target sequence (P30989 whole entry, looked up): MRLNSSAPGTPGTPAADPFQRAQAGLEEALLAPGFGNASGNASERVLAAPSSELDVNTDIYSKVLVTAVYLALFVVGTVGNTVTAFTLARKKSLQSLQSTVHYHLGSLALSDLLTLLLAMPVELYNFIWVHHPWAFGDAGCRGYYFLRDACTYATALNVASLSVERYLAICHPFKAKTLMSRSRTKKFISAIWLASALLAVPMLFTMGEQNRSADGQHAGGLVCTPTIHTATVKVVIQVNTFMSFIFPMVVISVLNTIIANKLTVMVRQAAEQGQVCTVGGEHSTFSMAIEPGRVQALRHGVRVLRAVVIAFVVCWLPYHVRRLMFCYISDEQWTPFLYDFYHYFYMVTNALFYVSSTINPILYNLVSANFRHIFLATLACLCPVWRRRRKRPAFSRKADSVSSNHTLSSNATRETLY
MgcRacGAP inhibition – MgcRacGAP GTPase-activating activity inhibitors, confirmation, biochemical, ADP Hunter fluorescence | MgcRacGAP-stimulated Rac1 GTP hydrolysis, ADP Hunter fluorescence; higher % means a stronger effect; GST-tagged Rac1 F28L mutant substrate | inhibition, % at 30 µM; hits with a dose series show IC50 in µM | 0.6% of 340,000 active | AID 624330;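 active = first-screen hits whose inhibition reached a set limit at any dose in the follow-up dose series; inconclusive = inhibition above the set first-screen limit but never retested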;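 note: fluorescence reports GDP produced by GAP-driven GTP hydrolysis; strong numbers were not always called active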
Dengue-2 NS5 capping – Dengue-2 NS5 methyltransferase inhibitors, primary screen, biochemical, confirmation dose response (AID 588689) | Dengue-2 NS5 methyltransferase capping enzyme assay, biochemical; higher % means a stronger effect | 0.3% of 340,000 active | inhibition, % at 25 µM; hits with a dose series show IC50 in µM; in the data active = a potency from the dose series; inconclusive = inhibition above about 29% without an active follow-up result
RSV CPE inhibition – inhibition of RSV-induced cytopathic effect – HEp-2 cells, primary 10 µM value included (AID 2391); HEp-2 cells, RSV-induced CPE inhibition; higher % means a stronger effect; CPE inhibition, % at 10 µM, or IC50 in µM where a hit was titrated; 0.13% of 310,000 active; in the data active = a potency from the dose series; inconclusive = CPE inhibition mostly from about 23% at the one dose, without a potency; inactive = the rest, 99 in 100 with CPE inhibition below about 21%; note: strong numbers were not always called active
West Nile virus CPE – inhibition of WNV-induced cytopathic effect – cell-based, CPE readout (AID 1621) | West Nile virus-infected cells, CPE inhibition; higher % means a stronger effect | CPE inhibition, % at 10 µM; hits with a dose series show IC50 in µM | 0.02% of 290,000 active; in the data active = a potency from the dose series; inconclusive = CPE inhibition mostly from about 3.7% at the one dose, without a potency; inactive = the rest, 99 in 100 with CPE inhibition below about 2.2%; note: strong numbers were not always called active
Large T inhibition – TAg ATPase/helicase activity blockers – biochemical (AID 1903); SV40 large T antigen ATPase/helicase inhibition assay; higher % means a stronger effect; inhibition, % at 20 µM, or IC50 in µM where a hit was titrated; 0.39% of 310,000 active; in the data active = a potency from the dose series; inconclusive = inhibition mostly from about 32% at the one dose, without a potency; inactive = the rest, 99 in 100 with inhibition below about 32%; note: strong numbers were not always called active
SIAH1 antagonists – Siah-1 peptide-binding antagonists, primary screen, biochemical, fluorescence polarization, rhodamine-plectin, uHTS (AID 1817). Siah-1 / rhodamine-plectin peptide fluorescence polarization; higher % means a stronger effect. one-dose displacement, % at 20 µM; IC50 in µM for titrated hits. 0.02% of 290,000 active;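 active = displacement of at least 50% at 20 µM, with a fluorescence ratio check between 0.3 and a set limit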;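 note: plate controls were Siah plus tracer with DMSO for no effect and tracer alone without Siah for full effect; strong numbers were not always called active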
AID2073 – disruptors of CaV2.2 binding to Mint1 – biochemical, HTRF (AID 2073) | HTRF protein-protein interaction, Mint1-CaV2.2; higher % means a stronger effect | one-dose inhibition, % at 20 µM; IC50 in µM for titrated hits | 0.19% of 290,000 active; in the data active = inhibition mostly above about 51%, no sharp cut-off; inconclusive = no clear call, values can overlap the other calls; inactive = mostly below about 53%; note: some results filed as inactive read as strong as hits
UTI89 phage lysis – protection from phage-mediated lysis, alamar blue read-out – E. coli UTI89, K1F phage, bacterial capsule biogenesis inhibitors (AID 488966); 0.02% of 340,000 active; inhibition, % at 100 µM, or IC50 in µM where a hit was titrated; E. coli UTI89 K1F phage lysis, alamar blue, 2 h; higher % means a stronger effect;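 active = phage lysis inhibition, versus mean bacterial control, above a set limit; inconclusive = no clear call, values can overlap the other calls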;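 note: capsule biogenesis inhibitors block K1F phage lysis so surviving cells raise fluorescence; higher fluorescence means more inhibition of phage lysis; actives were called in the ten point dose series up to 300 µM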
NTR1 agonist cell count 20 µM – further read-out of NTR1 agonist, marked with its call; cell count; measured here: cell count, cytotoxicity flag
Dengue-2 NS5 capping pilot replicate – further read-out of Dengue-2 NS5 capping, marked with its call; inhibition, %; measured here: pilot screen replicate inhibition
* marks the source's active call; other numbers are inactive results; ? = inconclusive; / = no result given; [ ] = remark or other dose. Random draw from the library (roughly 1.6% active in at least one column).

SMILES	NTR1 agonist	NTR1 agonist cell count 20 µM	MgcRacGAP inhibition	Dengue-2 NS5 capping	RSV CPE inhibition	West Nile virus CPE	Large T inhibition	SIAH1 antagonists	AID2073	UTI89 phage lysis	others
CC(C)Cc1cc(C(=O)Nc2sc3c(c2C#N)CCCC3)no1	5.1	60	2%	5%	8.0%	-0.4%	7%	0%	-5%	7.8%
Cc1nn(CCCNC(=O)C2CCCO2)cc1Br (stereo unspecified)	0.2	58	2%	-7%	-0.1%	-0.5%	-1%	1%	14%	2.9%
O=C(NCCSCc1ccc(Cl)cc1Cl)c1ccc(CN2CCOCC2)cc1	4.8	61	1%	-5%	2.0%	-0.5%	-1%	0%	-6%	-2.1%
COc1ccc(S(=O)(=O)N2CC3CCCN3c3ccc(C(F)(F)F)cc32)cc1 (stereo unspecified)	0.4	79	1%	-30%	0.6%	0.2%	1%	7%	6%	0.7%
Cc1ccc(CNC(=O)CSc2ncccn2)cc1	0.6	54	2%	-5%	4.5%	0.2%	3%	-1%	2%	-1.0%
CCCN1C(=O)/C(=C/c2ccc(C)o2)NC1=S	2.7	52	/	/	0.4%	1.6%	33%	5%	65%	/
COc1ccc(NC(=O)/C(C#N)=C\c2cc(C)n(-c3ccc(Oc4ccc([N+](=O)[O-])cn4)cc3)c2C)cc1	0.8	54	13%	3%	1.2%	0.2%	15%	4%	14%	0.2%
O=C(NCCCN1CCCCC1)c1ccc(CS(=O)c2ccc(Cl)cc2)o1 (stereo unspecified)	-0.5	62	2%	-2%	0.2%	-0.2%	3%	9%	1%	0.3%
CCn1c(SCC(=O)OC(C)C)nnc1-c1ccccc1	0.7	53	/	/	0.4%	0.0%	19%	3%	21%	/
Cc1ccc(C)c(SCC(=O)Nc2cc(S(=O)(=O)N3CCOCC3)ccc2C)c1	0.2	56	8%	0%	/	/	/	/	/	0.2%[50 µM]
C[C@@H](C(=O)Nc1ccc2ccccc2c1)[C@H]1C[C@]1(C)[C@H](NP(=O)(c1ccccc1)c1ccccc1)c1ccccc1	/	/	/	/	/	1.6%	22%	0%	3%	/
O=C(/C=C/c1ccccc1)CC(=O)c1ccccc1O	4.1	58	9%	-2%	4.0%	0.5%	5%	1%	-1%	0.7%
CCN(CC(=O)Nc1ccc(OC)cc1)C(=O)c1ccc2[nH]c3c(c2c1)CC(C)CC3 (stereo unspecified)	4.9	56	2%	-5%	1.2%	/	/	/	/	0.1%[50 µM]
CCCCCC(C)n1[nH]c(=O)cc1N (stereo unspecified)	-0.5	53	13%	-3%	1.6%	0.3%	13%	0%	3%	1.0%
CCCOc1ccc(C(=O)Nc2ccccc2[N+](=O)[O-])cc1	-1.4	44	9%	-9%	1.6%	-0.3%	/	/	/	0.3%
O=C(NNS(=O)(=O)c1ccccc1[N+](=O)[O-])c1ccncc1	-1.6	61	7%	3%	1.1%	0.1%	9%	-4%	0%	1.3%[50 µM]
COc1ccc(Nc2nc(N3CCCCC3)c3ccccc3n2)cc1	4.0	86	9%	-7%	3.1%	1.4%	8%	10%	4%	-11%
O=C(NCC1CCCO1)c1cccc2ccccc12 (stereo unspecified)	1.5	47	6%	-10%	-0.1%	0.3%	14%	12%	-5%	0.7%
CN(C)S(=O)(=O)c1ccc(N/C=C(\[N+](=O)[O-])S(=O)(=O)c2ccccc2)cc1	0.6	99	8%	-3%	0.5%	0.3%	9%	-4%	-1%	0.0%
COc1cccc(CN(CC(=O)NCc2ccccc2)C(=O)c2csnn2)c1	-1.4	50	3%	-4%	1.5%	-0.4%	2%	7%	-4%	-1.2%
Cc1cccc(OCCCC(=O)Nc2ccc(S(=O)(=O)Nc3onc(C)c3C)cc2)c1	0.6	41	10%	12%	2.7%	0.0%	10%	0%	-3%	-0.3%
CCc1c(C)nc(N)n2c(SCC(=O)Nc3ccccc3)nnc12	0.0	95	9%	0%	0.9%	-0.7%	16%	5%	-3%	0.1%
Cc1ccc(C(=O)N/C(=C\c2ccc(-c3ccc(Br)cc3)o2)C(=O)NCCCN(C)C)cc1	5.3	58	16%	-2%	-1.6%	-2.2%	13%	-4%	5%	-0.3%
CCOC(=O)c1cc2sc(C)cc2n1CC(=O)N1CCN(C(=O)c2ccco2)CC1	-2.3	55	7%	-4%	-1.1%	-0.1%	13%	0%	-2%	0.5%
COc1ccc(Cl)cc1N(C(=O)Nc1cccc(Cl)c1)C1=NCC(C)S1 (stereo unspecified)	2.7	76	6%	-3%	2.5%	-0.9%	7%	3%	-6%	1.4%[50 µM]
CC(NC(=O)c1ccccc1F)c1nnc(SCC(=O)NC2=NCCS2)n1C (stereo unspecified)	-0.6	59	6%	-5%	1.0%	-0.4%	3%	-4%	5%	0.6%
COC(=O)C1=C(C)N(Cc2ccccc2)C(=NCCCOC(C)C)N[C@H]1c1ccccc1	8.1	46	4%	14%	/	/	/	/	/	-0.5%
Cc1cc(NC(=O)CCSc2ccc(Cl)cc2)no1	0.4	103	10%	-15%	1.9%	0.4%	2%	-1%	6%	0.0%
CCCCNC(=O)Nc1ccccc1C(=O)NCc1ccco1	-1.0	33	5%	-2%	0.3%	-0.1%	1%	-2%	8%	2.8%
Cc1cccc(/C(N)=N/OC(=O)Cc2cccs2)c1	0.3	84	3%	-16%	4.4%	-0.6%	-2%	-1%	-5%	0.5%	Dengue-2 NS5 capping pilot replicate=-0.3
CC(=O)N1c2ccc(S(=O)(=O)N3CCC(C(=O)N4CCN(c5cccc(C(F)(F)F)c5)CC4)CC3)cc2CC1C (stereo unspecified)	1.0	55	-17%	-8%	2.4%	2.7%	9%	-7%	14%	-0.2%
CN(C)S(=O)(=O)c1cccc(C(=O)NCC2CCCO2)c1 (stereo unspecified)	-1.1	52	9%	-1%	0.9%	0.0%	0%	3%	-2%	0.3%
O=C1NC2(CCCCC2)C(=O)N1CC(=O)N1CCc2ccccc21	1.0	70	-1%	-7%	/	/	/	/	/	-1.8%
S=c1[nH]nc(-c2n[nH]c3c2CCC3)n1/N=C/C=C/c1ccco1	2.5	58	/	/	2.7%	-0.3%	18µM*	2%	-24%	/
O=C(NCc1ccccc1)c1cc(-c2ccncc2)nc2ccccc12	-0.4	83	8%	-2%	0.9%	-0.2%	5%	-4%	17%	0.3%
Cc1ccccc1NC(=O)CN1CCc2ccccc2C1	1.5	69	3%	-1%	7.8%	-0.5%	6%	1%	11%	-0.1%
CCOc1ccc(NC(=O)Cn2cc(C(C)=O)c3ccccc32)cc1	2.8	80	12%	-8%	2.6%	-0.9%	22%	6%	15%	0.2%
COc1ccc(Cl)cc1CSc1ncn[nH]1	-0.3	47	15%	-2%	-1.4%	-0.1%	4%	9%	8%	-0.6%
O=S(=O)(Nc1ccc(N2CCOCC2)nn1)c1ccccc1	0.3	29	12%	-8%	1.7%	0.7%	-1%	0%	-10%	0.3%
C/C(Cc1ccccc1)=N\NC(=O)C1CCCCC1	-0.1	60	9%	-7%	3.5%	0.1%	20%	8%	-3%	2.1%[50 µM]
COC(=O)c1ccccc1NC(=S)NC(NC(=O)c1ccccc1[N+](=O)[O-])C(Cl)(Cl)Cl (stereo unspecified)	1.0	72	10%	4%	1.9%	0.0%	8%	3%	-19%	0.2%
CCCc1nc(N2CCN(S(=O)(=O)c3ccc(Cl)cc3)CC2)c2c(C)c(C)sc2n1	5.8	53	3%	-12%	?	-1.1%	-1%	-2%	-5%	-0.1%
CCOC(=O)CCCNC(=O)COc1ccccc1C#N	-0.7	89	3%	-6%	0.2%	0.2%	12%	0%	-11%	0.0%
COc1ccc2oc(=O)c(/C(C)=N/NC(=O)c3ccncc3)cc2c1	/	/	11%	1%	0.1%	-0.6%	20%	6%	41%	0.6%
O=C(Nc1nnc(C2=COCCO2)o1)c1ccc(S(=O)(=O)N2CCCC2)cc1	-0.9	96	4%	-8%	0.7%	-0.4%	7%	-5%	-2%	0.6%
O=C(Nc1cnccn1)c1cccs1	-0.9	49	3%	1%	-0.9%	-0.6%	23%	-3%	-4%	0.8%
Cc1ccc(N2CC(=O)N(CC(=O)O)C2=O)cc1	-1.2	24	6%	-10%	1.9%	0.2%	14%	-2%	7%	-2.1%
CC(=O)c1cccc(NC(=O)CCc2nnc3ccc(NCc4ccc5c(c4)OCO5)nn23)c1	0.3	64	7%	-2%	1.2%	-0.4%	2%	-6%	18%	0.3%
C/C(CC(=O)Nc1cccc(C(F)(F)F)c1)=N\NC(=O)c1ccncc1	0.4	45	4%	-7%	0.1%	-0.6%	7%	1%	1%	1.1%
COc1cccc(OC)c1OCCN1CCN(C(=O)c2ccco2)CC1	-1.2	87	8%	-10%	2.1%	0.4%	12%	2%	-2%	0.3%
CCOc1ccc(N=C(/C(C(=O)C(=O)N2CCOCC2)=C(\O)c2ccccc2)c2ccccc2)cc1	0.9	62	10%	-10%	3.1%	0.1%	8%	1%	-3%	4.1%
OCCCc1nc2n(n1)C(c1cccs1)C=C(c1ccccc1)N2 (stereo unspecified)	6.1	63	/	/	3.6%	0.2%	13%	0%	15%	/
CC(NC(=O)c1ccccc1Cl)NC(=O)c1ccccc1Cl	-1.0	65	4%	-6%	0.5%	-0.3%	10%	4%	-3%	0.1%
OCCCc1nc2ccccc2n1CCc1ccccc1	-2.5	52	10%	-2%	0.1%	0.1%	2%	9%	19%	6.1%
Cc1ccc(-n2c(=O)cc(NCc3cccnc3)[nH]c2=O)cc1	0.4	54	-2%	-5%	1.4%	0.1%	-4%	-1%	35%	-0.1%
COCCNC(=O)c1ccccc1NC(=O)CCSc1ccccc1	0.6	46	2%	-3%	0.4%	-0.6%	-2%	4%	0%	0.0%
O=C(OCC(=O)c1ccc(S(=O)(=O)N2CCCC2)cc1)C1=COCCO1	-1.3	89	-3%	-7%	0.9%	0.0%	-5%	-2%	6%	-0.3%
CCOC(=O)c1c(C)n(-c2ccc(C)cc2)c2ccc(OCC(O)CNCCCO)cc12 (stereo unspecified)	3.5	40	15%	-5%	7.7%	0.9%	12%	-10%	-20%	-0.9%

High-throughput results from PubChem BioAssay.
